IL-1B inflam inh: inflammasome signaling inhibition, IL-1 beta readout | activity change, % at 57.5 µM | THP-1 LPS/ATP IL-1B secretion, AlphaLISA, 16 h; active compounds read low | 4.7% of 360,000 active; in the data active = activity change below about -50%; inconclusive = mostly about -30% to -49%; also: % is scaled to controls: 0 for no effect and ±100 for the full control effect
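Secreted IL-1B measured by AlphaLISA bead assay after 16 h compound exposure of THP-1 cells; compounds (final up to 57.5 uM) added 1 h before LPS (250 ng/mL) and ATP (1.25 mM) stimulation; lower signal means less secretion.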
ATXN2 expr inh: reduces ATXN2 reporter expression in HEK-293 cells; AID 1745845; 0.72% of 360,000 active; Potency, µM (titrated, usually from 57 µM), for inactives: at the highest dose activity change, negative = inhibition, usual class: inhibitors; HEK-293 ATXN2-luciferase reporter, luminescence, 24 h; also: potency is read from the fitted curve at half-maximal effect; % is scaled to controls: 0 for no effect and ±100 for the full control effect; nearly all actives have a fitted effect of over 55% in size
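ATXN2-luciferase reporter cells (luciferase flanked by upstream and downstream ATXN2 gene portions) were treated 24 h at 37 °C with compounds at up to 57 uM. SteadyGlo luminescence gave expression; GF-AFC fluorescence gave viability.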
HepG2 tox: kills HepG2 cells in TGF-b inhibitor counter-screen. 0.76% of 410,000 active. HepG2 CAGA-GFP viability, ATP luminescence, 18 h. Potency, µM (doses to about 46.1 µM), without a hit: at the highest dose activity change, negative = cytotoxicity, hits mostly cytotoxic; also: potency is read from the fitted curve at half-maximal effect; some results filed as inactive show a strong effect at the top dose
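HepG2 CAGA-GFP cells (1000/well, DMEM with 1% FBS) received compound, then TGF-beta at 500 pg/mL final, and were incubated 18 hours at 37 degrees C. Viability was read by CellTiter-Glo luminescence. Media-only wells were set as complete cell-killing and DMSO as no toxicity.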
HT1080-NT tox: kills 2HG-producing HT-1080-NT fibrosarcoma cells. Potency, µM (series often up to 46.1 µM), without a hit: at the highest dose activity, negative = less viability, usual class: cytotoxic. 1.6% of 360,000 active. HT-1080-NT fibrosarcoma viability, CellTiter-Glo ATP luminescence, 48 h;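 also: NT is the 2HG producing partner of a matched IDH1 knockdown line; potency is read from the fitted curve at half-maximal effect; 0% = DMSO-treated cells and -100% = media-only wells without cells; nearly all actives have a fitted effect of over 55% in size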
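Toxicity toward the 2HG-producing NT line was scored as %Activity, normalised to DMSO and no-cell wells, from CellTiter-Glo luminescence after 48 hours' treatment.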
SW480 rerep: inducers of DNA re-replication in SW480 colon cancer cells | 1.8% of 340,000 active | Potency, µM (titrated, usually from 46.1 µM), without a hit: at the top dose re-replication activation, actives largely listed as activators | AID 624297 | SW480 DNA re-replication, Hoechst DNA content imaging, 48 h; also: potency is read from the fitted curve at half-maximal effect; % of control where 0% means no effect; nearly all actives have a fitted effect of over 55% in size
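Readout is total intensity of Hoechst-stained nuclei, excited at 405 nm and collected at 500-530 nm. Compound treatment lasted 48 hr at 37 C in 5% CO2 before staining.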
S2 tox: reduces viability in counter-screen for ATXN expression inhibitors. S2 cells (HEK-293 line with an ATXN2-luciferase reporter) viability, CellTiter-Fluor protease fluorescence, 24 h. Potency, µM (doses to about 56.7 µM), actives largely listed as cytotoxic. 0.49% of 400,000 active. AID 651635; also: potency is read from the fitted curve at half-maximal effect; nearly all actives have a fitted effect of over 40% in size
MCF10A rerep: DNA re-replication induction in MCF 10a cells. MCF 10A DNA re-replication, Hoechst nuclear intensity, 48 h. Potency, µM (top dose mostly 46.1 µM), for inactives: at the highest dose activity, positive = re-replication, actives largely listed as activators. 2.9% of 350,000 active; also: potency is read from the fitted curve at half-maximal effect; % of control where 0% means no effect; nearly all actives have a fitted effect of over 50% in size
KB-3-1 cytotox: kills parental KB-3-1 adenocarcinoma cells | KB-3-1 viability, CellTiter-Glo ATP luminescence, 72 h | Potency, µM (highest dose often 46.1 µM), for inactives: at the top dose activity change, negative = cytotoxic, actives largely listed as cytotoxic | 1.4% of 400,000 active | AID 1347075; also: potency is read from the fitted curve at half-maximal effect; % is scaled to controls: 0 for no effect and ±100 for the full control effect; nearly all actives have a fitted effect of over 60% in size
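Parental KB-3-1 adenocarcinoma cells in phenol-red-free DMEM with 10% FBS were pin-treated with compounds at several concentrations, incubated 72 h at 37 °C, and viability read by CellTiter-Glo luminescence; concentration-effect curves were fitted after normalization.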
HT1080 IDH1KD tx: HT-1080 IDH1 knockdown cell toxicity (counter line); HT-1080 IDH1 knockdown viability, ATP luminescence, 48 h; Potency, µM (highest dose often 46.1 µM), for the others: top-dose activity, negative = toxicity, actives largely listed as cytotoxic; 2% of 360,000 active; AID 686971;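 also: potency is read from the fitted curve at half-maximal effect; 0% = DMSO wells and -100% = cell-free medium wells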
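Luminescent ATP read-out (CellTiter-Glo, 10 min at room temperature) after 48 h compound exposure at 37 °C gave viability of IDH1-knockdown HT-1080 cells. Activity was normalised to DMSO and cell-free wells, then fitted as concentration-response curves.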
* = called active by the depositor; i = inactive; ? = inconclusive; . = not tested or not shown; [ ] = dose if it differs, or a comment. Unless noted, calls follow the shape of the dose curve; as a rule, active = well fitted curve in the direction sought with a large enough effect; inconclusive = small, poorly fitted or top-dose-only effect, or another doubt; inactive = no such curve, though single readings can be large; an effect the other way counts as inactive or inconclusive.

SMILES | IL-1B inflam inh | ATXN2 expr inh | HepG2 tox | HT1080-NT tox | SW480 rerep | S2 tox | MCF10A rerep | KB-3-1 cytotox | HT1080 IDH1KD tx
Cc1cc(C)c(Cn2c3ccccc3c3cnn(CC(=O)NCCCc4ccccc4)c(=O)c32)c(C)c1 | . | -2% | -9% | . | . | i | . | -11% | .
Cc1nc(OCc2ccccc2)c2sc3nc4c(cc3c2n1)COC(C)(C)C4 | 16 | . | -62% | 1% | -10% | i | 8% | -16% | 11%
CC1(C)CC(=O)C(C=NCCC2=CCCCC2)=C(O)C1 | 21 | 11% | 2% | 8% | 3% | i | -12% | -2% | ?
Cc1ccc(S(=O)(=O)N2CCCCC2)cc1NC(=O)CNCc1ccco1 | 16 | . | 10% | -1% | -1% | i | 3% | 1% | 0%
Cc1cc(C)cc(-n2ccnc2SCC(=O)c2c(N)n(C3CC3)c(=O)[nH]c2=O)c1 | -27 | -6% | -15% | -2% | -23% | i | 3% | 0% | -13%
COc1cccc(OC)c1C(=O)Nc1ccc(C(=O)c2ccncc2)cc1 | 5 | 4% | -2% | 7% | 0% | i | -12% | 0% | 1%
CC1=C(C(=O)Nc2ccccc2C)C(c2cccs2)n2nc(SCc3ccccc3)nc2N1 (configuration not stated) | . | ? | -23% | . | . | ? | . | -12% | .
Cc1cnc(C(=O)Nc2ccc(F)cc2)cn1 | 19 | 18% | -8% | 22% | 2% | i | -2% | -2% | 2%
Cc1ccc(Cl)cc1NS(=O)(=O)c1ccc2oc(=O)ccc2c1 | 2 | -4% | -14% | -5% | 1% | i | 3% | 0% | -12%
O=C(Cc1ccc(S(=O)(=O)N2CCOCC2)s1)NCC(=O)Nc1ccccc1Br | -10 | -1% | 5% | -1% | -2% | i | -1% | 9% | -4%
COc1ccc(NC(=O)Nc2nnc(C(C)C)s2)cc1 | -20 | 68%[activator] | -11% | -3% | -9% | i | -2% | ? | -12%
CCC(C)OC(=O)/C(C#N)=C\c1ccc(-c2ccccc2Cl)o1 (configuration not stated) | . | 4% | -25% | . | . | ? | . | -1% | .
Clc1cccc(NCc2cn3cccnc3n2)c1 | -16 | 19% | -142% | 2% | ? | i | 2% | -3% | -7%
COc1ccc(/C=N/Nc2nccnc2Cl)c(OC)c1 | -14 | 37%[activator] | -41% | -14% | 5% | i | 3% | 0% | -10%
CC(=O)c1sc(Nc2nc3cc4c(cc3s2)OCO4)nc1C | 36 | 25% | -8% | 22% | 21µM* | . | 18µM* | 3% | 6%
Cc1ccccc1NC(=S)N1CCC(NC(=O)c2ccco2)CC1 | 0 | -13% | -2% | 13% | -30% | i | -3% | -1% | 15%
Cc1cc(C)n(C(=O)CSc2nc3ccccc3o2)n1 | 18 | 6% | -5% | 8% | -2% | i | 14% | 11% | 11%
Cc1cc(-c2ccccc2)n2nc(-c3ccccc3)cc2n1 | . | 5% | -24% | . | . | i | . | -3% | .
NC(=O)C(c1ccc(Br)cc1)c1ccc(C(=O)c2ccccc2)cc1 (configuration not stated) | -91* | -32% | -25% | ? | ? | i | ? | -27% | ?
Cc1cc(NC(=O)C2CCN(S(=O)(=O)c3cccs3)CC2)no1 | -3 | -5% | -18% | 3% | 2% | i | -16% | -4% | -2%
O=C(COc1ccccc1F)Nc1ccc(N2CCOCC2)cc1N1CCOCC1 | 5 | 0% | 3% | 7% | 3% | i | -23% | 10% | 2%
CC1=C(C(=O)N2CCOCC2)C(c2ccc(-c3ccccc3)cc2)NC(=S)N1 (configuration not stated) | 22 | -9% | 19% | 21% | 0% | i | 10% | 7% | 1%
COc1ccc(N2CCN(C(=O)CSc3nnc(CNc4ccccc4)o3)CC2)cc1 | 9 | -4% | -30% | -2% | 3% | i | -1% | ? | -10%
O=C(COc1cccc2cccnc12)N1CCc2ccccc2C1 | 24 | 3% | -4% | 0% | -4%[9.22 µM] | i | ? | 13% | 10%
O=c1c2ccccc2oc2cc(NCCCN3CCOCC3)ccc12 | -51* | 1% | -30% | -4% | ? | . | 16µM* | 0% | -1%
COc1ccc(C2(OC)Oc3cc(OC)ccc3C(=O)C2(O)OC)cc1 (configuration not stated) | -74* | -9% | 0% | -6% | 17% | i | ? | ? | ?
CC(C)C(=O)Nc1nc2cc3c(cc2s1)OCCO3 | 4 | ? | 1% | -7% | 5% | i | 15% | -26% | -18%
O=C(Nc1cccc([N+](=O)[O-])c1)N1CCCCCC1 | -9 | 4% | 0% | -6% | ? | i | -1% | -14% | -2%
CCCS(=O)(=O)Nc1cc(C(F)(F)F)ccc1OCCOC | 2 | . | 4% | -1% | -15% | . | 12% | -6% | -2%
CCOc1ccc(C2CC(c3ccc(CC)cc3)n3nc(N)nc3N2)cc1 (configuration not stated) | -20 | 3% | 1% | 1% | -2% | i | 1% | 0% | -3%

Retrieved one by one from the list above, six records:
SMILES | IL-1B inflam inh | ATXN2 expr inh | HepG2 tox | HT1080-NT tox | SW480 rerep | S2 tox | MCF10A rerep | KB-3-1 cytotox | HT1080 IDH1KD tx
CCOc1ccc(C2CC(c3ccc(CC)cc3)n3nc(N)nc3N2)cc1 (configuration not stated) | -20 | 3% | 1% | 1% | -2% | i | 1% | 0% | -3%
CCCS(=O)(=O)Nc1cc(C(F)(F)F)ccc1OCCOC | 2 | . | 4% | -1% | -15% | . | 12% | -6% | -2%
COc1ccc(N2CCN(C(=O)CSc3nnc(CNc4ccccc4)o3)CC2)cc1 | 9 | -4% | -30% | -2% | 3% | i | -1% | ? | -10%
COc1ccc(C2(OC)Oc3cc(OC)ccc3C(=O)C2(O)OC)cc1 (configuration not stated) | -74* | -9% | 0% | -6% | 17% | i | ? | ? | ?
CC(C)C(=O)Nc1nc2cc3c(cc2s1)OCCO3 | 4 | ? | 1% | -7% | 5% | i | 15% | -26% | -18%
O=c1c2ccccc2oc2cc(NCCCN3CCOCC3)ccc12 | -51* | 1% | -30% | -4% | ? | . | 16µM* | 0% | -1%

Remaining list, next part
SMILES | IL-1B inflam inh | ATXN2 expr inh | HepG2 tox | HT1080-NT tox | SW480 rerep | S2 tox | MCF10A rerep | KB-3-1 cytotox | HT1080 IDH1KD tx
Cc1oc2c(CN3CCOCC3)c(O)ccc2c(=O)c1-c1ccc(Cl)cc1 | -5 | 1% | -6% | 0% | 24% | i | ? | 4% | 8%
COc1ccc(C)cc1NC(=O)NCc1ccco1 | -5 | -23% | 2% | 14% | -1% | i | -36%[inhibitor] | 17% | 3%
O=C(NCc1ccc(F)cc1)c1c(O)nc2ccccn2c1=O | . | 4% | -15% | . | . | i | . | ? | .
COc1ccc(CN2C[C@]3(CO)O[C@@H](CO)C[C@@H]3S2(=O)=O)cc1 | 4 | 6% | 2% | 12% | -22% | i | -6% | 4% | 9%
CCOC(=O)C1=C(CBr)NC(=O)NC1C (configuration not stated) | 7 | -11% | -26% | 13% | -2% | i | 2% | 11% | 22%
COC(=O)[C@]12CCCCC=C1N(Cc1cccc3ccccc13)C(=O)[C@H](CC(=O)N1CCC(c3ccccc3)CC1)C2 | -26 | -7% | . | -3% | . | i | . | ? | -10%
O=C(N[C@H]1C/C=C\C[C@@H](CC(=O)N(CCO)Cc2ccccc2)C(=O)N[C@H](Cc2c[nH]c3ccccc23)COC1=O)OCC1c2ccccc2-c2ccccc21 | -5 | -16% | -90% | -4% | 0% | ? | -2% | -18% | -11%
Cc1ccc(S(=O)(=O)N(C)C)cc1NC(=O)c1cc(=O)c2ccccc2o1 | 6 | -17% | -24% | -8% | 0% | i | 6% | 19% | -8%
CCOCc1nc(N)nc(N)c1-c1cccc(Cl)c1 | 11 | . | 11µM* | ? | . | i | . | 0% | ?
O=C(Nc1ccc2nc(-c3cccnc3)[nH]c2c1)C1CCCCC1 | 26 | 12% | 6% | ? | 1%[9.22 µM] | ? | -19% | -20% | ?
COc1cc2c(cc1OC)[C@@H](NC(=O)COc1ccccc1)[C@H](OCc1ccccc1)C2 | -20 | -2% | 5% | 12% | 0% | i | -18% | 4% | 2%
COc1ccc(NC(=O)Cn2c(=O)n(-c3ccc(CC(=O)NCC4CCCO4)cc3)c(=O)c3ccccc32)c(OC)c1 (configuration not stated) | . | 6% | -1% | . | . | i | . | 20% | .
CCOC(=O)C1CCN(S(=O)(=O)c2cccc(-c3csc(C)n3)c2)CC1 | 39 | 0% | -11% | 6% | 1% | i | 2% | 18% | -6%
CCc1nn(CCCC(=O)N2CCN(c3cc(Cl)ccc3C)CC2)c(=O)c2cc3occc3n12 | . | ? | -28% | . | . | ? | . | -6% | .
CCCC(=O)Nc1cc(OC)c(NC(=S)Nc2ccc(CC)cc2)cc1OC | -9 | 5% | -12% | 22% | 3% | i | ? | -13% | 24%
CCOC(=O)c1ccc(NC(=O)NNC(=O)CCc2ccc(OC)cc2)cc1 | 10 | -13% | -7% | 1% | -8% | i | 4% | -3% | 2%
CC(C)Oc1nnnn1-c1ccccc1 | -9 | -3% | 10% | 15% | -4% | i | 2% | -10% | 7%
CCCN(Cc1ccccc1)C(=S)Nc1ccc(F)cc1 | -10 | -6% | -19% | 15% | 5% | i | 29% | -2% | 1%
O=C(NCc1ccc(F)cc1)c1ccc2c(c1)S(=O)(=O)c1ccccc1C2=O | -6 | 0% | 7% | -1% | -14% | i | ? | 7% | 0%
O=C(CCNS(=O)(=O)c1ccc(Cl)cc1)OCC(=O)N1CCN(C(=O)c2ccco2)CC1 | 9 | 2% | 0% | 8% | -31%[inhibitor] | i | ? | 14% | 6%
Cc1ccc(-c2csc3ncn(CC(=O)N4CCOCC4)c(=O)c23)cc1C | -21 | -4% | 21% | -1% | 0%[9.22 µM] | i | -2% | 13% | -1%
COCCNC(=O)COc1ncnc2scc(-c3ccc(F)cc3)c12 | 8 | -7% | -10% | 1% | -47%[inhibitor] | i | -2% | 5% | 7%

Screening data as filed in PubChem BioAssay.
